# Screening results: PubChem, Fisher Drug Discovery Resource Center
# hcGAS inh: Primary biochemical luminescence assay for human cyclic GMP-AMP synthase inhibitors. Q8N884. AID 1259398, 2018. inhibition, % at 12.5 µM. recombinant h-cGAS, ATP depletion, Kinase-Glo luminescence. 0.081% of 290,000 active;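 note: 0% = vehicle reaction and 100% = reaction without DNA for no activity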
# Target sequence (Q8N884 whole entry, looked up): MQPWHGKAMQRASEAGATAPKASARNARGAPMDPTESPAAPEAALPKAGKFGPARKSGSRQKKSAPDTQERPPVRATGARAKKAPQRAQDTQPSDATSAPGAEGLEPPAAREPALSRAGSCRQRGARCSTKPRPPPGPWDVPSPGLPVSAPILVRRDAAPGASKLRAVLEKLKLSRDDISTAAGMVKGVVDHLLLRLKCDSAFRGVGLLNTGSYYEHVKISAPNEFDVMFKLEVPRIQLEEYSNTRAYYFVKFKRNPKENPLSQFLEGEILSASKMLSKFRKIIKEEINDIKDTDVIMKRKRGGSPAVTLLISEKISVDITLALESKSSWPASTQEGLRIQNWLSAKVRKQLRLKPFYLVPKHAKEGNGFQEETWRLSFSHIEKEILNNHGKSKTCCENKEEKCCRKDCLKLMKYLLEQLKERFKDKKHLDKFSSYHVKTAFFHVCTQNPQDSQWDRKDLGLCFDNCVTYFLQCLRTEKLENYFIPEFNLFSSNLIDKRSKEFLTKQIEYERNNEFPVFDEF
# NPYLR7 agonist: agonists of mosquito NPYLR7 receptor, primary screen, cell-based, Aedes aegypti, calcium fluorescence, mosquito biting behavior; HEK293T NPYLR7/Galpha15, GCaMP6s calcium fluorescence; activation, % at 10 µM; 0.15% of 270,000 active; AID 1259423, 2018; in the data active = activation above about 40%;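 note: 0% = vehicle and 100% = reference agonist at the receptor; some compounds past the cut are filed as inactive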
# mcGAS inh: cyclic GMP-AMP synthase inhibitors, mouse, primary biochemical chemiluminescence; recombinant cGAS, Kinase-Glo ATP depletion luminescence; inhibition, % at 12.5 µM; 0.15% of 160,000 active; AID 1259399, 2018;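 note: 0% = negative control wells and 100% = reference inhibitor with no enzyme activity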
# Numbers without * were called inactive; nt = not tested or not shown. Cut-off read from the data, not from the text of the source, unless noted: active = inhibition above about 40%; inactive = the rest.
SMILES,hcGAS inh,NPYLR7 agonist,mcGAS inh
NC(=O)[C@@H](Cc1ccccc1)NC(=O)C1=C[C@@H](NC(=O)c2cnccn2)[C@@H](O)[C@H](O)C1,-7,-6,-9
Cc1nc2sccn2c1C(=O)NCc1snnc1C(C)C,-9,8,nt
NC(=O)c1c(SCC(=O)c2ccc(F)cc2)sc2c(O)cc(=O)[nH]c12,0,1,-1
COc1ccccc1C(=O)NCC(=O)N=Nc1c(O)[nH]c2ccc([N+](=O)[O-])cc12,-5,-4,-7
O=C(c1cccc(F)c1)N1CCc2ccccc2C1c1ccc(Cl)cc1 (configuration not stated),-6,0,-7
CCCc1nc(N2CCN(C(=O)c3ccc(C(F)(F)F)cc3)CC2)c2c(C)nn(-c3ccc(F)cc3)c2n1,2,-6,-2
O=C(CSc1nnc(SCC(=O)NC2CC2)s1)NC1CC1,-3,4,-5
C=CCn1c(SC(C)C(=O)N2c3ccccc3CC2C)nc2sccc2c1=O (configuration not stated),-1,1,-5
COc1cccc(C(=O)OC(C)C(=O)N2CCN(C(C)=O)CC2)c1O (configuration not stated),-8,7,nt
COc1ccc(CNC(=O)C2CC=CCC2C(=O)N2CCN(c3ccccn3)CC2)cc1 (configuration not stated),-1,-2,-3
COc1cc(OC)c(/C=C2\SC(=Nc3cc(C)cc(C)c3)NC2=O)cc1Br,-3,-14,-5
COc1cccc(Cn2cccc2CN(CC(C)O)CC2CCCCC2)c1 (configuration not stated),-11,-4,-8
Cc1ccc(C(c2cc(Br)ccc2O)N2CCCCC2)cc1 (configuration not stated),-7,-4,nt
COc1cn(CC(=O)NCc2ccccc2)c(CN2CCC(C)CC2)cc1=O,-5,0,-9
CC(C)OC(=NC1CCCCC1)NC(=O)c1ccco1,-3,-2,-3
COc1csc(C(=O)Nc2sc(C)cc2C(N)=O)c1,-5,10,nt
CCC(C)(C)NC(=O)c1cccc(Nc2cc(Nc3cccc(OC)c3)nc(N)n2)c1,1,-1,-2
COc1ccc(CCC2(C)NC(=O)N(Cc3cnc(C)s3)C2=O)cc1 (configuration not stated),3,-2,-3
COc1cccc(-c2n[nH]c3ccnc(-c4ccccc4)c23)c1,-2,3,-2
CCN1CCCc2cc(C(=O)N3CCC4(CC3)OCCO4)sc21,-9,nt,-5
CC(=N/O)/C(=N/O)c1ccc(C)o1,-9,9,nt
OC(COCc1ccccc1)CN(Cc1cccc(F)c1)Cc1ccco1 (configuration not stated),-4,17,10
CN1CCC(c2cc(NCC(c3cccnc3)N3CCOCC3)ncn2)CC1 (configuration not stated),-1,-1,nt
O=C(NCC(=O)N1CCN(Cc2cccs2)CC1)c1ccc(Br)o1,-6,14,nt
Cc1cc(C)c(-c2cc(C(F)(F)F)no2)c(=O)[nH]1,4,2,nt
Cc1ccsc1CN(Cc1ccccc1)C(=O)CN(C(=O)NCc1ccccc1)C(C)C,-7,5,-7
CCN(CC)S(=O)(=O)NCC1CCCN1C(=O)OC(C)(C)C (configuration not stated),-4,-3,nt
O=c1ccc(-c2nnco2)cn1Cc1ccc(Br)cc1F,-5,17,-11
CC(c1ccccn1)N(C)Cc1cccn1-c1ncccn1 (configuration not stated),-11,-6,nt
CCn1c(NC(=O)CCn2c(C)csc2=O)nc2ccccc21,-4,-4,nt
CCCC1CCC(=NNC(=O)CNc2ccc(OC)cc2)CC1 (configuration not stated),-4,9,nt
CCOC(=O)N1CCN(C(=O)CSc2ccc(-c3sc(-c4cccs4)nc3C)nn2)CC1,-5,7,-7
O=c1cc(CNCC2CCCO2)c2c(ccc3ccccc32)o1 (configuration not stated),-8,1,-8
CC(=O)N1CCn2nc(C(=O)N3CCCC3c3cc(C(C)C)on3)cc2C1 (configuration not stated),-4,-1,nt
Cc1cc(C(=O)Cn2cc(S(=O)(=O)N(C)C)ccc2=O)c(C)[nH]1,-1,-4,nt
CN(Cc1ncc[nH]1)C(=O)C1CCCN(C2CCN(Cc3ccncc3)CC2)C1 (configuration not stated),-5,6,-13
O=C(CN(CCN1CCOCC1)S(=O)(=O)c1ccc(Cl)c([N+](=O)[O-])c1)Nc1ccccc1,-6,-7,nt
COCCCCC(=O)N1CCOc2c(Cl)cccc21,-10,5,-17
C=CCNC(=S)NN=C(C)c1ccc[nH]1,1,2,nt
Cc1ncc(-c2c(-c3ccccc3)ncn2CCc2cccs2)[nH]1,-6,-8,-10
Cc1c(C(=O)N2CCN(c3cccc(Cl)c3)CC2)cc(-c2ccc(Cl)cc2)n1-c1ccc(F)cc1,-2,19,-5
C[C@H]1[C@H](C)CC[C@]2(CO)CC[C@]3(C)C(=CCC4[C@@]5(C)CC[C@H](O)C(C)(C)C5CC[C@]43C)[C@H]12 (some centres not stated),0,nt,1
COc1ccc(N2CCN(C3CCCN(Cc4cnc(SC)nc4)C3)CC2)cc1 (configuration not stated),-4,10,-3
Cc1cn2c3c(=O)n(CCN4CCCCC4)c(=O)n(C)c3nc2n1-c1cccc(Cl)c1,-14,0,nt
O=C(c1ccc(N2CCSCC2)nc1)N1CCCC(c2ccccc2)CC1 (configuration not stated),-3,7,-16

# Part of the list above, with bars between the fields.
smiles | hcGAS inh | NPYLR7 agonist | mcGAS inh
O=c1cc(CNCC2CCCO2)c2c(ccc3ccccc32)o1 (configuration not stated) | -8 | 1 | -8
CC(=O)N1CCn2nc(C(=O)N3CCCC3c3cc(C(C)C)on3)cc2C1 (configuration not stated) | -4 | -1 | nt
Cc1cc(C(=O)Cn2cc(S(=O)(=O)N(C)C)ccc2=O)c(C)[nH]1 | -1 | -4 | nt
CN(Cc1ncc[nH]1)C(=O)C1CCCN(C2CCN(Cc3ccncc3)CC2)C1 (configuration not stated) | -5 | 6 | -13
O=C(CN(CCN1CCOCC1)S(=O)(=O)c1ccc(Cl)c([N+](=O)[O-])c1)Nc1ccccc1 | -6 | -7 | nt
COCCCCC(=O)N1CCOc2c(Cl)cccc21 | -10 | 5 | -17
C=CCNC(=S)NN=C(C)c1ccc[nH]1 | 1 | 2 | nt
Cc1ncc(-c2c(-c3ccccc3)ncn2CCc2cccs2)[nH]1 | -6 | -8 | -10
Cc1c(C(=O)N2CCN(c3cccc(Cl)c3)CC2)cc(-c2ccc(Cl)cc2)n1-c1ccc(F)cc1 | -2 | 19 | -5
C[C@H]1[C@H](C)CC[C@]2(CO)CC[C@]3(C)C(=CCC4[C@@]5(C)CC[C@H](O)C(C)(C)C5CC[C@]43C)[C@H]12 (some centres not stated) | 0 | nt | 1
COc1ccc(N2CCN(C3CCCN(Cc4cnc(SC)nc4)C3)CC2)cc1 (configuration not stated) | -4 | 10 | -3
Cc1cn2c3c(=O)n(CCN4CCCCC4)c(=O)n(C)c3nc2n1-c1cccc(Cl)c1 | -14 | 0 | nt
O=C(c1ccc(N2CCSCC2)nc1)N1CCCC(c2ccccc2)CC1 (configuration not stated) | -3 | 7 | -16

# Following part.
SMILES,hcGAS inh,NPYLR7 agonist,mcGAS inh
Cn1[nH]c(CC(=O)Nc2ccc(-n3nccc3C(F)(F)F)cc2)cc1=O,5,2,nt
CCOC(=O)Cc1c(C)nc2ncnn2c1N1CCC(N(C)C(C)=O)C1 (configuration not stated),-8,-1,-11
CN(C)S(=O)(=O)c1ccc(C(=O)N(CC2CC2)CC(F)(F)F)cc1,-7,1,nt
Cc1csc(CNS(=O)(=O)c2cc(F)cc(F)c2)n1,-4,7,nt
CC(C)COCC(NC(=O)CSCc1ccncc1)c1ccco1 (configuration not stated),-10,1,nt
COC(=O)[C@@H]1C[C@@H](NC(=O)CCn2cncn2)CN1C,-4,12,nt
COc1cccc(N2CCN(CCCOc3ccc(C#N)cc3)CC2)c1,-8,0,nt
CCn1ncnc1-c1c(-c2ccccc2)ncn1CCc1ccccc1OC,-3,0,-20
Cc1ccc(C(=O)N(C)CCC2CCOCC2)s1,-4,21,nt
COc1csc(C(=O)NC(C#N)c2ccc(F)cc2F)c1 (configuration not stated),-12,12,-7
Cc1cc(C)n(CCN(C)C(=O)C2CC(=O)N(C(C)(C)C)C2)n1 (configuration not stated),-1,nt,-4
COc1ccc(-n2ncc(Oc3cccc(OC)c3)c(Nc3cccc(C(=O)NC4CC4)c3)c2=O)cc1,-1,-5,1
CCc1cccc(C)c1NC(=O)c1ccc(OCC#N)cc1,-14,4,nt
CC(NC(=O)C1=NNC(=O)CC1)C12CC3CC(CC(C3)C1)C2 (configuration not stated),-8,5,nt
Cc1ccc(C(=O)Nc2ccc(N3CCC(NCc4scnc4-c4ccccc4)CC3)cc2)c(C)c1,-1,2,-9
CN(C)C1C(=O)C(C(N)=O)C(=O)C2(O)C(=O)C3=C(O)c4c(O)ccc(Cl)c4C(O)C3CC12 (configuration not stated),4,4,nt
Cc1ccc(C#N)cc1S(=O)(=O)Nc1nnc(C(C)C)s1,-8,-3,nt
C=CCn1c(SCC(=O)N(C)c2ccccc2)nc2c([nH]c3ccccc32)c1=O,0,1,-7
COc1ccc(CN2CCC(CO)(CCCc3ccccc3)CC2)cc1OC,-4,7,nt
CC(N)c1ccc(-n2cc(C(N)=O)nn2)cc1 (configuration not stated),-14,-3,nt
C=C(C)COc1ccccc1C(=O)NCc1ccc2[nH]c(=O)[nH]c2c1,-8,-5,-12
Cc1cc(N(C)C)ccc1NC(=O)c1ccc2c(c1)OCC(=O)N2,-3,-3,nt
O=C(Nc1c(-c2cc(=O)oc3cc4c(cc23)CCC4)oc2ccccc12)C1CC1,-5,1,-6
N#CC(C#N)=Cc1ccccc1OC(F)(F)C(F)C(F)(F)F (configuration not stated),1,3,nt
CC(C)(C#N)CCCNc1ccccc1OC1CCCC1,-5,-1,nt
O=C(C=C(C1CC1)C1CC1)Nc1ccc(F)cn1,5,-1,nt
CCOc1ccccc1NC(=O)N1CCc2cc(OC)c(OC)cc2C1c1ccc(OC)c(OC)c1 (configuration not stated),-4,-2,-7
Cc1ccsc1C1NC(=O)c2c(sc3c2CCN(C)C3)N1 (configuration not stated),-7,41,-3
O=C(CCc1ncc(-c2ccccc2)o1)N1CCN(S(=O)(=O)c2cccc(C(F)(F)F)c2)CC1,0,1,-4
CCOC(=O)C1(C)CCCN1C(=O)c1ccnc(Cl)c1 (configuration not stated),-16,1,nt
Cc1ccc(C2CC(=O)CC(c3ccc(C)cc3C)S2)c(C)c1 (configuration not stated),-5,1,nt
CC1CCN(C(=O)CSc2c(-c3ccccc3)[nH]c3ccccc23)CC1,-1,2,nt
Cc1ccc(Nc2nnc(-c3cc4cc(Cl)ccc4oc3=O)s2)cc1,1,5,-2
CC(C)CC1(C(=O)NC2CCOc3ccccc32)CCCC1 (configuration not stated),-6,7,nt
c1ccc(OCc2nc3ccccc3[nH]2)cc1,-5,-7,nt
Cc1ccc(C(=O)c2c(N)c(C(=O)Nc3cccc(C)c3C)c3ccccn23)cc1,-4,-1,-9
COc1ccccc1OCC1CN(C(=O)c2cc(F)c(F)c(F)c2F)CCO1 (configuration not stated),-5,2,-5
Clc1ccc2c(c1)C1CC(c3ccc4ccccc4c3)=NN1C(c1ccncc1)O2 (configuration not stated),-4,-2,-2
O=C(CSc1nc(=O)n(Cc2ccncc2)c2c1CCC2)Nc1cccc(F)c1,-2,-8,-2
COCCCC1CCN(C(=O)CC2C(=O)NCCN2Cc2ccccc2)CC1 (configuration not stated),-5,3,-8
Cc1nn(CC(=O)NCCN2C(=O)CSC2=O)c(C)c1[N+](=O)[O-],-11,7,nt
Clc1ccc2c(NCCc3ccccc3)nc(-c3ccccc3)nc2c1,-6,0,-5
COc1ccc(OC)c(NC(=O)CSc2nc(=O)n(CCCN3CCOCC3)c3c2CCC3)c1,-2,-1,-6
CN1CCC2(CC1)NC(=O)N(CN1CCc3ccccc3C1)C2=O,-10,11,-6
CCOC(=O)c1c(C)n(-c2ccccc2)c2ccc(OC(=O)c3ccc(S(=O)(=O)N4CCOCC4)cc3)cc12,-4,19,-4
CC(=O)c1ccc(N(CN2C(=O)c3ccc(Br)cc3C2=O)C(C)=O)cc1,-1,1,3
CCOC(=O)C1(Cc2ccccc2)CCCN(C(=O)Nc2ccccc2C(F)(F)F)C1 (configuration not stated),-9,nt,-13
O=C(CN1CCc2sccc2C1c1ccccc1)N1CCCN(C(=O)c2ccccc2F)CC1 (configuration not stated),-6,14,-6
CCNc1nc(NCC)nc(OCCNS(=O)(=O)c2ccc(C)cc2)n1,-2,1,-5
COc1cc(-c2nc3ccccn3c2NC(C)(C)CC(C)(C)C)ccc1OC(=O)c1cccc(Cl)c1,-6,9,-5
COC(=O)CC(=O)N1CCN(c2nccc(-c3ccc(C(C)(C)C)cc3)n2)CC1,-2,19,-3
CCOc1ccccc1OCc1nn2c(C(F)(F)F)nnc2s1,-1,12,nt
Cc1nc2ncccn2c1C(=O)N1C[C@H]2C[C@H](C1)[C@@H]1CCCC(=O)N1C2,-1,-2,-4
CC(=O)Nc1cccc(C(=O)N(C)C(C)Cc2cc(C)ccn2)c1 (configuration not stated),-7,nt,-9
O=C1C(Cl)=C(NCC2CCCO2)C(=O)N1c1cccc(Cl)c1Cl (configuration not stated),-4,-10,nt
Cc1cccnc1CN1CCN(C(=O)C(=O)c2cccs2)CC1,-1,-5,-3
CCOc1ccccc1N1CCN(C(=O)c2cc(-c3ccco3)nn2-c2cc(C)ccc2C)CC1,-11,nt,-5
O=C(Nc1ccc(-c2cccc(F)c2)cc1)C1CCCN1C(=O)c1ccccn1 (configuration not stated),-6,11,nt
COc1ccccc1CCN1CCC(CN(C)C(=O)c2ccsc2)CC1,-3,4,nt
CCCCCn1cn[nH]c1=S,-2,-2,nt
# (more compounds)
SMILES,hcGAS inh,NPYLR7 agonist,mcGAS inh
COCCOC(=NC(C)C(C)C)NC(=O)c1ccc(Cl)c(Cl)c1 (configuration not stated),-5,21,-6
NC(=O)c1cc(-c2csc(NC3CCCC3)n2)ccc1O,0,5,-6
COc1ccc(F)c(CNC(=O)CCc2nc(-c3ccccc3F)no2)c1F,-7,5,-11
C=CCNC(=O)c1cnn2c1NC(c1cccs1)CC2C(F)(F)F (configuration not stated),-8,9,-7
